Screening data (PubChem)
Tn7 DDE FP: inhibitors of Tn7 peptide binding to human fibrin DD(E); inhibition, % at 8.3 µM; FP displacement of FITC-Tn7 peptide from fibrin DD(E); 0% = median of compound wells per plate; AID 720508; 370,000 compounds, 0.13% hits;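 active = inhibition above the mean of compounds falling within the control limits plus 3 SD of them, cut at about 14% in these data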;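 also: 0% = plate median of compound wells and 100% = 10 µM Aha-Tn7 peptide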
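System: human fibrin DD(E); quantity: Fibrin-DD(E) at 2 µM final; also added: fluorescent Tn7 probe at 0.1 µM; compound dosing: single nominal test concentration of 8.3 µM per compound; schedule: 10 min preincubation, 3 h with tracer, room temperature; detection: fluorescence polarization of the labelled Tn7 tracer; repeats: one replicate per compound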
HGIII-sPLA2 inh: Inhibits HGIII-sPLA2 liposome hydrolysis, primary screen; inhibition, % at 12.2 µM; Q9NZ20; QFRET BODIPY PC-A2 liposome hydrolysis, fluorescence; AID 743126; 370,000 compounds, 0.56% hits;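 active = inhibition above mean plus 3 SD of compounds lying within the high and low control bounds, cut at about 19% in these data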;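 also: 0% = median of test compound wells and 100% = no enzyme DMSO wells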
UHRF1 MBD2 ctr: blocks human UHRF1 binding to methylated DNA | Q96T88 | UHRF1 binding to methylated oligo, TR-FRET | inhibition, % at 4.4 µM | 370,000 compounds, 0.75% hits; in the data active = inhibition above about 21%;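 also: UHRF1 SRA domain binding a hemimethylated CpG hairpin DNA probe; 0% = median of test compound wells and 100% = reference inhibitor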
KLK7 zymogen act: activators of human kallikrein-7 zymogen; P49862; AID 652039; purified proKLK7, EDANS-DABCYL substrate fluorescence; 100% is mature enzyme control, 0% vehicle; activation, % at 7 µM; 370,000 compounds, 0.9% hits;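 active = activation above the mean of all tested compounds plus 3 SD, computed per campaign excluding outliers beyond control limits, cut at about 13% in these data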
ASAP1 GAP inh: ASAP1 ArfGAP inhibition; AID 624377; ASAP1-stimulated ARF1 GTP hydrolysis, GDP FP detection; inhibition, % at 16.5 µM; 360,000 compounds, 0.19% hits; Q9ULH1; in the data active = inhibition above about 25%;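 also: 0% = vehicle with enzyme and substrate and 100% = no enzyme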
Rev-erbA mod: modulates human Rev-erb alpha binding to DNA. P20393. activity, % at 10 µM. 370,000 compounds, 0.79% hits. Rev-erbα–FITC-DNA binding, fluorescence polarization, 90 min;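 active = activity above about 14%, limit read from the data; passing the limit was not always enough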;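 also: 0% = DMSO wells with 35 nM protein and 100% = DMSO wells with 750 nM protein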
Tn6 DDE FP: inhibitors of Tn6 peptide binding to human fibrin DD(E) | P02675 | Fibrin DD(E) TRITC-Tn6 fluorescence polarization displacement | inhibition, % at 8.3 µM | 370,000 compounds, 0.21% hits;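 active = inhibition above a per-campaign cutoff: mean of compounds within control limits plus 3 SD, cut at about 15% in these data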;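 also: 0% = median of all compound wells on the plate and 100% = blocking peptide control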
PLC-gamma1 inh: blocks human PLC-gamma1 enzyme activity; P19174; purified PLC-gamma1, fluorogenic substrate, fluorescence; inhibition, % at 12.2 µM; 370,000 compounds, 0.84% hits; AID 720700; in the data active = inhibition above about 9.5%
PLC-beta3 inh: PLC-beta3 (human) inhibition, primary screen. 370,000 compounds, 0.18% hits. inhibition, % at 12.2 µM. Purified PLC-beta3, fluorogenic substrate, fluorescence. Q01970; in the data active = inhibition above about 11%;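 also: 0% = median of compound wells on plate and 100% = full blocker control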
Target sequence (Q01970 whole entry, looked up): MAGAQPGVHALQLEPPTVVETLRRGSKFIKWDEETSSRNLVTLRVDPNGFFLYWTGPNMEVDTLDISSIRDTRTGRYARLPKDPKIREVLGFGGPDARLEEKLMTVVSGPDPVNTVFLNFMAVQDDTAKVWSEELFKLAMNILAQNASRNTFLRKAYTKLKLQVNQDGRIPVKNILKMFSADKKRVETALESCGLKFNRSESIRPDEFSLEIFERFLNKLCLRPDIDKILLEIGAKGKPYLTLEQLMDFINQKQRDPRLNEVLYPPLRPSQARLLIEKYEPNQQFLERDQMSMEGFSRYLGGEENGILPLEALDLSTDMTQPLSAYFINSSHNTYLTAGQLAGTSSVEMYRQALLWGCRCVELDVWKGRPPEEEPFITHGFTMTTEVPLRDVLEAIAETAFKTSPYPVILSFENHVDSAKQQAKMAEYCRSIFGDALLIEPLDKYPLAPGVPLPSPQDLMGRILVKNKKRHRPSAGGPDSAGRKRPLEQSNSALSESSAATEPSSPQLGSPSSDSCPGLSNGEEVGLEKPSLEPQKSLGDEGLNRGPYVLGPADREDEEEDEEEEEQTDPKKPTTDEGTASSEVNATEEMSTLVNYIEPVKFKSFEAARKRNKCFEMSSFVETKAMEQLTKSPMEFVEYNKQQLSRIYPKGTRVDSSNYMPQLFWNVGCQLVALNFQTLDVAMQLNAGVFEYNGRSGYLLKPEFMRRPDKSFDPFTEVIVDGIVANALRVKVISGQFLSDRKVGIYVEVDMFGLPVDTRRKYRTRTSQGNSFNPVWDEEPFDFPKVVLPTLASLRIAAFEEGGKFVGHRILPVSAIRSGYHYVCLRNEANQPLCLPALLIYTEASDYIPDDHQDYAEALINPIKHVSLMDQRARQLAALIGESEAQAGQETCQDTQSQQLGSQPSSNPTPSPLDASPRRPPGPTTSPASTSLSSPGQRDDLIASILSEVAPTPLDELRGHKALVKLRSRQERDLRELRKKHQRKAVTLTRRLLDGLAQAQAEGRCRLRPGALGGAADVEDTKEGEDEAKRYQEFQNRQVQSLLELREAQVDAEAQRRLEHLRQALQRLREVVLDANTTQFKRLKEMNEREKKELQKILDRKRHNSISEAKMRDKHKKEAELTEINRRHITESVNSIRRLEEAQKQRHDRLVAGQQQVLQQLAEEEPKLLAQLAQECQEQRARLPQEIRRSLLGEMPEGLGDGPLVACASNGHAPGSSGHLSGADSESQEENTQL
ARFGAP1 inhibitor: inhibitors of rat ARFGAP1. Q62848. Arfgap1-stimulated ARF1 GTP hydrolysis, GDP FP detection. inhibition, % at 16.5 µM. 360,000 compounds, 0.26% hits;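 active = inhibition above a per-plate limit, mean inhibition of low control wells plus 3 SD, cut at about 25% in these data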;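 also: 0% = DMSO wells with enzyme and 100% = wells lacking Arfgap1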
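Material: rat Arfgap1 catalytic domain, aa 1-136; also added: human ARF1(Δ1-17)-GTP substrate; compound dosing: one concentration, 16.5 µM, DMSO 1.26%; incubation: GTP hydrolysis reaction 2 h at 25 °C; measured by: Tracer-displacement fluorescence polarization with EDTA stop, 620/688 nm; evaluation: % inhibition from polarization; repeats: one replicate per compound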
Numbers without * were called inactive; . = no result given.

SMILES	Tn7 DDE FP	HGIII-sPLA2 inh	UHRF1 MBD2 ctr	KLK7 zymogen act	ASAP1 GAP inh	Rev-erbA mod	Tn6 DDE FP	PLC-gamma1 inh	PLC-beta3 inh	ARFGAP1 inhibitor
COc1ccc(S(=O)(=O)N2CCN(CC(=O)Nc3ccc(F)c(F)c3)CC2)cc1	1	-9	-1	-0.5	-5	6	2	1	0	-4
Cc1ccc(C(=O)c2cc(C)sc2NC(=O)CN2CCN(C(=O)c3ccco3)CC2)cc1	-4	4	1	-0.6	10	4	5	4	3	9
CN1C(=O)c2ccccc2N(C)C1c1cccs1 (stereo not given)	-2	0	0	10	-5	8	-6	-307	-368	-1
CC(C)OCCCNc1nc2c([nH]1)c(=O)n(C)c(=O)n2C	1	5	0	-0.2	15	0	2	1	-4	3
Cc1ccc(S(=O)(=O)N2CCCOC2CNC(=O)C(=O)NC2CCCCC2)cc1 (stereo not given)	2	-1	-2	-0.1	-9	-2	6	0	3	-7
CCn1nnnc1SCC(=O)Nc1ccc2c(c1)OCCO2	-2	2	18	-0.6	9	-3	6	4	4	14
Cc1ccc(C2C(C(=O)c3cccs3)=C(O)C(=O)N2c2cccc(C)n2)cc1 (stereo not given)	8	-5	0	0.2	4	2	9	-4	-19	5
O=C(NCc1cccnc1)C1COc2ccccc2O1 (stereo not given)	6	1	9	-0.1	-5	0	2	0	1	-4
Cc1cc(C)cc(NC(=O)CCn2ccnc2C)c1	5	3	-2	0.1	4	-5	4	1	4	1
CCOC(=O)c1cccc(NC(=O)c2cccnc2)c1	-6	-2	7	0.2	6	-1	-10	0	2	-9
COc1cc(/C=N/NC(=O)c2ccc(CSc3nc4ccccc4[nH]3)cc2)cc(OC)c1OC	-4	-13	2	-14	10	-6	-9	-62	-69	13
O=C(NCCCCO)c1ccc2c3c(cccc13)CC2	-1	-3	1	0.8	6	3	-7	-44	-27	-1
C=CCC1(CC=C)CCCN1C(=O)c1cc(COc2cncc(Cl)c2)on1	-4	-7	0	0.1	-4	0	3	2	-3	5
Cc1nc2[nH]c(=O)c3c(n2n1)NC1=C(C(=O)CC(C)(C)C1)C3c1ccc(F)cc1 (stereo not given)	3	2	-2	5.8	-5	3	11	-108	-154	6
CCCOc1ccc([N+](=O)[O-])c(N)c1	2	8	14	-0.1	1	4	2	2	0	5
CCCCCCC12C(=Cc3cc4c(cc31)OCCO4)c1cc(OC)c(OC)cc1C(CC(=O)NCc1ccccc1)N2C(=O)OC (stereo not given)	-6	-5	2	-0.1	6	-6	-5	-24	-29	11
O=C(NCCCl)c1ccc(OCc2ccccc2)cc1Cl	2	22*	-1	0.0	10	-8	-4	2	-2	4
Oc1cccc(/C=C/c2ccc3cccc(O)c3n2)c1	8	-35	-7	-0.8	21	-1	-15	-20	-20	11
CC12CC(c3ccccc3O1)C(C(=O)N1CCOCC1)C(=O)N2 (stereo not given)	1	19	8	-0.8	19	.	0	2	0	17
CC(=O)NNC(=O)C(O)(c1ccccc1)c1ccccc1	3	-1	-1	-0.2	-17	0	-2	-4	6	-2

Single records, as listed above. Values in the order: Tn7 DDE FP, HGIII-sPLA2 inh, UHRF1 MBD2 ctr, KLK7 zymogen act, ASAP1 GAP inh, Rev-erbA mod, Tn6 DDE FP, PLC-gamma1 inh, PLC-beta3 inh, ARFGAP1 inhibitor
Results for O=C(NCc1cccnc1)C1COc2ccccc2O1 (stereo not given) → 6, 1, 9, -0.1, -5, 0, 2, 0, 1, -4
Results for CN1C(=O)c2ccccc2N(C)C1c1cccs1 (stereo not given) → -2, 0, 0, 10, -5, 8, -6, -307, -368, -1
Results for Oc1cccc(/C=C/c2ccc3cccc(O)c3n2)c1 → 8, -35, -7, -0.8, 21, -1, -15, -20, -20, 11
Results for O=C(NCCCl)c1ccc(OCc2ccccc2)cc1Cl → 2, 22*, -1, 0.0, 10, -8, -4, 2, -2, 4
Results for COc1ccc(S(=O)(=O)N2CCN(CC(=O)Nc3ccc(F)c(F)c3)CC2)cc1 → 1, -9, -1, -0.5, -5, 6, 2, 1, 0, -4

(further entries)
SMILES	Tn7 DDE FP	HGIII-sPLA2 inh	UHRF1 MBD2 ctr	KLK7 zymogen act	ASAP1 GAP inh	Rev-erbA mod	Tn6 DDE FP	PLC-gamma1 inh	PLC-beta3 inh	ARFGAP1 inhibitor
O=C(Cc1ccccc1)Oc1coc(CSc2ncccn2)cc1=O	-7	1	18	0.2	-6	1	-3	-1	-9	-3
CCc1nc(SCC(=O)N2CCCCC2)c2c(=O)n(C)c(=O)n(C)c2n1	-3	8	2	0.6	1	-3	-2	2	-9	2
CC(C)n1nnnc1C1(C)CSCC(=O)N1Cc1cccc(F)c1 (stereo not given)	4	0	-2	0.0	.	0	3	-1	0	.
Cc1cc(Br)cn2c(Cc3cccc(Cl)c3)c(C3CCCCC3)nc12	5	-3	7	-0.7	-5	-1	-3	1	0	13
CC1CN(C(=O)c2cc3cc(F)ccc3[nH]2)CC(C)O1 (stereo not given)	-4	5	1	-0.2	6	-2	-4	-3	-8	4
Cc1ccc(/C=C/C(=O)Nc2ccc(O)c3c(=O)cc(-c4ccccc4Cl)oc23)cc1	-1	2	2	-0.6	3	0	5	3	0	-5
CC(=O)Nc1cccc(N2C(=O)CC(Cc3ccccc3)C2=O)c1 (stereo not given)	-5	-5	3	0.3	8	-4	0	3	4	2
Cc1cc(C)nc(NC2=NCC(=O)N2c2ccccc2Br)n1	-7	3	0	-0.2	0	-5	0	3	2	6
COc1cccc(-c2cnc3c(NC=O)cc(-c4cc(OC)c(OC)c(OC)c4)cn23)c1	0	-7	-3	-0.7	20	11	-4	-31	-37	-4
Cc1ccc(CC(=O)NNC(=O)c2ccncc2)cc1C	6	15	3	-0.3	1	-1	0	7	-5	14
CCOC(=O)c1c(C)n(C)c2ccc(OCC(O)CN3C(=O)c4ccccc4S3(=O)=O)cc12 (stereo not given)	6	-51	10	0.3	17	-1	-11	-1	-3	-1
C=CCn1c2c(c3ccccc31)CCC2	7	13	1	-1.2	-7	2	-3	-4	-12	-3
O=C(COC(=O)COc1ccc(Br)cc1)NCc1ccccc1	-2	11	-1	0.3	-3	5	-4	3	-7	17
CC(=O)N1c2ccc(S(=O)(=O)NCC3CCC(C(=O)NCc4ccc(C)o4)CC3)cc2CC1C (stereo not given)	-1	-15	0	0.1	9	-6	-1	3	-4	4
COc1ccc(CCN(C)Cc2c(O)ccc3ccccc23)cc1OC	7	-26	-1	-1.7	5	2	-1	-4	-7	-5
CCOC(=O)C1(Cc2ccc(Cl)cc2)CCN(C(=O)c2sc(C)nc2C)CC1	-5	-4	-2	-1.2	5	9	1	2	-1	-2
Nc1nc2c(nc(N3CCCCC3)n2[C@@H]2O[C@H](CO)[C@@H](O)[C@H]2O)c(=O)[nH]1	-3	7	5	-0.1	-1	8	3	4	5	-3
Cc1[nH]c2ccccc2c1C(=O)C(=O)NCc1nnnn1-c1ccc(F)c(F)c1	-1	-7	-1	0.4	2	-1	-3	0	3	-2
CCn1nc(NC(=O)Cc2ccc(OC)cc2)c2cc3cccc(C)c3nc21	3	-1	-2	-19	11	13	-1	-50	-84	13
O=C(NC(=S)Nc1ccc2[nH]c(=O)[nH]c2c1)c1ccccc1[N+](=O)[O-]	-12	17	0	0.3	10	-3	-3	3	-3	6

Next section (3 carried over from the part before).
SMILES	Tn7 DDE FP	HGIII-sPLA2 inh	UHRF1 MBD2 ctr	KLK7 zymogen act	ASAP1 GAP inh	Rev-erbA mod	Tn6 DDE FP	PLC-gamma1 inh	PLC-beta3 inh	ARFGAP1 inhibitor
Cc1[nH]c2ccccc2c1C(=O)C(=O)NCc1nnnn1-c1ccc(F)c(F)c1	-1	-7	-1	0.4	2	-1	-3	0	3	-2
CCn1nc(NC(=O)Cc2ccc(OC)cc2)c2cc3cccc(C)c3nc21	3	-1	-2	-19	11	13	-1	-50	-84	13
O=C(NC(=S)Nc1ccc2[nH]c(=O)[nH]c2c1)c1ccccc1[N+](=O)[O-]	-12	17	0	0.3	10	-3	-3	3	-3	6
COc1ccc(C2=NN(CCC(=O)NC3CCC(C)CC3)C(=O)CC2)cc1 (stereo not given)	-2	5	-2	-0.2	-12	1	-6	-2	-10	-4
Cc1sc2ncn(CC(=O)N3CCC(C(N)=O)CC3)c(=O)c2c1S(=O)(=O)N1CCOCC1	5	1	0	-0.7	-7	7	6	1	-4	-8
CC(=O)Nc1ccc(NC(=O)CN2C(=O)COc3ccc(S(=O)(=O)N4CCCCC4)cc32)cc1	-4	7	1	-0.1	5	-1	1	-2	-10	3
O=C(c1ccc2[nH]ccc2c1)N1CCCC(Nc2ccccc2)C1 (stereo not given)	0	-12	-4	0.2	13	-3	3	2	-3	1
CC(CC12CC3CC(CC(C3)C1)C2)NCc1ccccc1O (stereo not given)	3	0	1	-0.1	0	-1	3	3	1	-7
CCOC(=O)c1cc(NC(=O)/C=C\C(=O)O)ccc1Cl	-3	8	-2	0.5	1	4	-3	-7	-5	-11
Cn1c(N)c(C(=O)CSc2n[nH]c(-c3ccccc3)n2)c(=O)n(C)c1=O	-2	6	0	0.0	7	0	-3	2	-5	-5
Cc1cc(C)cc(NC(=S)N2CCN(c3ncccn3)CC2)c1	3	4	-2	0.0	1	7	0	4	3	-4
Cc1cc(NC(=O)Cn2cnc3sc(C)c(-c4ccccc4)c3c2=O)no1	-5	-2	-1	-0.2	-1	1	-12	-1	-1	1
O=C(O)C1C=CC(C(=O)O)c2ccccc21 (stereo not given)	6	-3	20	0.2	-12	0	-2	1	3	1
N#CC1=C(N)Oc2cc(N)ccc2C1C1CCCCC1 (stereo not given)	-6	-7	-2	3.9	5	-2	4	-187	-221	-4
CN1CCN(c2nc(-c3ccncc3)nc3ccccc23)CC1	-3	1	-3	0.4	-10	-1	0	-9	-5	16
C/C=C/c1cc(CN2CCN(c3ccc(OC)cc3)CC2)c(O)c(OC)c1	1	2	-1	0.1	-3	-3	0	-2	-2	-11

3 compounds from above, sorted by length of the SMILES, rising:
SMILES	Tn7 DDE FP	HGIII-sPLA2 inh	UHRF1 MBD2 ctr	KLK7 zymogen act	ASAP1 GAP inh	Rev-erbA mod	Tn6 DDE FP	PLC-gamma1 inh	PLC-beta3 inh	ARFGAP1 inhibitor
Cc1cc(C)cc(NC(=S)N2CCN(c3ncccn3)CC2)c1	3	4	-2	0.0	1	7	0	4	3	-4
Cc1sc2ncn(CC(=O)N3CCC(C(N)=O)CC3)c(=O)c2c1S(=O)(=O)N1CCOCC1	5	1	0	-0.7	-7	7	6	1	-4	-8
CC(=O)Nc1ccc(NC(=O)CN2C(=O)COc3ccc(S(=O)(=O)N4CCCCC4)cc32)cc1	-4	7	1	-0.1	5	-1	1	-2	-10	3
